PNC inhibitor – High Content Assay for Compounds that inhibit the Assembly of the Perinucleolar Compartment | PC3M PTB-GFP, PNC prevalence imaging, 16 h; stronger effect = lower value | 140,000 compounds, 3.1% hits | activity change (PNC), negative = inhibition, % at 10 µM | AID 2417, 2010;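 active = readout at or below -70, meaning at least 70% loss of cells showing the perinucleolar compartment, a nuclear body marking cancer cells; inconclusive = readout between -30 and a set limit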;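 also: plate controls were DMSO wells for no effect and camptothecin positive control wells for full effect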
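Read-out is percentage of cells bearing a perinucleolar compartment, from automated 20x imaging of fixed, Hoechst-stained PC3M PTB-GFP cells. Cells were seeded 4 h, then exposed 16 h to compound (23 nl of library stock) in duplicate plates.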
ALOX12 inhib – qHTS Assay for Inhibitors of 12-hLO (12-human lipoxygenase); Polyunsaturated fatty acid lipoxygenase ALOX12 (Homo sapiens), P18054; purified 12-hLO, xylenol orange hydroperoxide absorbance; Potency, µM (doses to about 57.1 µM), for inactives: at the highest dose activity change, negative = inhibition, usual class: inhibitors; 150,000 compounds, 0.12% hits; AID 1452, 2008; also: potency is read from the fitted curve at half-maximal effect; nearly all actives have a fitted effect of over 55% in size; many of its hits are not listed in these tables
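Lipoxygenase turnover measured by absorbance at 573 and 405 nm after Fe-XO development. Human 12hLO 150 nM, arachidonate 40 uM, pH 7.0 Hepes buffer with detergent; 15 min compound preincubation, 30 min reaction.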
IMPase inh – qHTS Assay for Identifying the Cell-Membrane Permeable IMPase Inhibitors; Inositol monophosphatase 1 (Rattus norvegicus), P97697; CHO-M1 cells, IP1 accumulation, HTRF TR-FRET ratio; inhibition (IP1 accumulation), % at 46.1 µM; 120,000 tested, under 10 active; active = well fitted curve in the direction sought with a large enough effect in the signal ratio, not every such curve was filed as active; inconclusive = small, poorly fitted or top-dose-only effect, or a change in a side signal; inactive = no such curve, though single readings can be large or run the other way; the % refers to the signal ratio;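 also: cells stimulated with carbachol in lithium chloride buffer; plate controls were DMSO basal wells for no effect and reference inhibitor wells for full effect; higher means more IMPase inhibition seen as more IP1 and lower FRET ratio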
Target sequence (P97697 whole entry, looked up): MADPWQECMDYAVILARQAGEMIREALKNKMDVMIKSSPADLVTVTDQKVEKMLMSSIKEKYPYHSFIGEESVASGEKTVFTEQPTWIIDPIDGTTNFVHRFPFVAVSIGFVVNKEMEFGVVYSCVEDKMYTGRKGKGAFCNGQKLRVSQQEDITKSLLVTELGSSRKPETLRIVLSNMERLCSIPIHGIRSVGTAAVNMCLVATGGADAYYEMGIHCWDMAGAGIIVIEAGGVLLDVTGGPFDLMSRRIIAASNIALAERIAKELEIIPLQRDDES
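The IP-One HTRF competitive assay in carbachol-stimulated CHO-M1 cells quantifies cellular IP1. Compounds spanned up to 46 uM final, and activity is expressed as AC50 from concentration-response fits of the ratio and donor data.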
15-hLO-2 inh – qHTS Assay for Inhibitors of 15-hLO-2 (15-human lipoxygenase 2). Polyunsaturated fatty acid lipoxygenase ALOX15B (Homo sapiens), O15296. purified 15hLO-2, xylenol orange hydroperoxide absorbance. 110,000 compounds, 0.56% hits. Potency, µM (series often up to 57.1 µM), for inactives: top-dose activity change, negative = inhibition, most hits filed as inhibitors. AID 881, 2007; also: potency is read from the fitted curve at half-maximal effect; nearly all actives have a fitted effect of over 60% in size; many of its hits are not listed in these tables
Target sequence (O15296 whole entry, looked up): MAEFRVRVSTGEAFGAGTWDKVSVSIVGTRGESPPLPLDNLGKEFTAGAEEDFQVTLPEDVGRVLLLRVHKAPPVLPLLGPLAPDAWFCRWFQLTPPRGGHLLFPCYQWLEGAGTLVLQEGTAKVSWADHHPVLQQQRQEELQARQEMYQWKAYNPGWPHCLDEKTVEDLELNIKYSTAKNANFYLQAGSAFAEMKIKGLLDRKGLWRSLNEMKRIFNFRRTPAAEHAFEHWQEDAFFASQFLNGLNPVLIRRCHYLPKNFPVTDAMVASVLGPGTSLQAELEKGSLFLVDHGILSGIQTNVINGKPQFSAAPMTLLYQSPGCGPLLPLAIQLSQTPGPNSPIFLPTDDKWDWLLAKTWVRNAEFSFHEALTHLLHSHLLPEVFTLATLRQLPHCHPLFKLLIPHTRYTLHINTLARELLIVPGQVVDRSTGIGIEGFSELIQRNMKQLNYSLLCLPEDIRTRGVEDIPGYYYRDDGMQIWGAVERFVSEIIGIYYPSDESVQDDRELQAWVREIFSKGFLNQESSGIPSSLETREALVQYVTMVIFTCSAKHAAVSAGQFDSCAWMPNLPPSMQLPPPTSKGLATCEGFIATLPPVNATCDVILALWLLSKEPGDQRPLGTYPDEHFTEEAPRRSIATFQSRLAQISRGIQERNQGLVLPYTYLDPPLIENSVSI
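Enzyme 50 nM, AA 45 uM, 25 mM Hepes pH 7.5 + 0.01% Triton X-100; cpd preinc 15 min RT, rxn 90 min RT; stop/detect with 200 uM XO + 300 uM Fe(II) in 50 mM H2SO4, 30 min; A573/A405.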
* hit, by the source's call; ? = inconclusive; · = not tested or not shown; [ ] = remark or other dose. Unless noted, calls follow the shape of the dose curve; as a rule, active = well fitted curve in the direction sought with a large enough effect; inconclusive = small, poorly fitted or top-dose-only effect, or another doubt; inactive = no such curve, though single readings can be large; an effect the other way counts as inactive or inconclusive. Unless noted, % is scaled to controls: 0 for no effect and ±100 for the full control effect. Not all compounds are listed (hit frequency here may not be typical).

SMILES	PNC inhibitor	ALOX12 inhib	IMPase inh	15-hLO-2 inh
O=C(COc1ccc2oc3c(c2c1)CCCC3)Nc1ccccn1	-26.2	1.2%	-1.8	9.3%
N#Cc1ccccc1Cn1c(=O)n(Cc2ccc(C(=O)NCc3ccco3)cc2)c(=O)c2ccccc21	-11.0	-7.9%	·	·
COc1ccc(NC(=O)CSc2nnc(C3CC3)n2-c2ccccc2)cc1	?	-3.8%	4.2	4.5%
Nc1nc(Nc2cccc(C(F)(F)F)c2)nc(C(F)(F)F)n1	36.5	-9.4%	0.2	7.3%
CC(C)(O)C#Cc1ccccc1C(=O)NC(CC(N)=O)C(=O)O (stereo not given)	-1.1	-7.7%	5.3	1.5%
CN(C)S(=O)(=O)c1cccc(C(=O)C2=C3SC=C(c4ccccc4)N3CC2)c1	-20.3	-9.6%	4.8	-18.9%
COc1ccc(/C=N/NC(=O)c2ccc(CN3c4cccc5cccc(c45)S3(=O)=O)cc2)cc1	?	-0.1%	·	·
Cc1csc(SCC(=O)Nc2c(C)n(C)n(-c3ccccc3)c2=O)n1	?	4.3%	4.1	-0.5%
C=CCNc1oc(COc2ccc(C)cc2)nc1C#N	3.6	-6.4%	3.8	-3.7%
CN(C)S(=O)(=O)c1ccc(C(=O)Nc2ccc(OCC(=O)N3CCOCC3)cc2)cc1	31.2	-1.9%	-3.1	-1.5%
O=C(Nc1nc2c(Cl)cccc2s1)c1ccc(Br)o1	?	3.6%	8.6	0.6%
Brc1ccccc1-c1nnc(COc2ncnc3c2cnn3-c2ccccc2)o1	63.4	1.2%	3.4	-14.9%
O=c1c2c(nc3nc(SCc4ccccc4)[nH]n13)CCC2	-21.9	-2.2%	-0.1	-0.1%
Cc1ccc(-c2cc(C(=O)NCc3ccccn3)c3ccccc3n2)cc1	-10.8	-4.3%	-3.1[1.84 µM]	4.5%[11.4 µM]
CC(C)CC(=O)NC(=S)Nc1cccc(NC(=O)c2ccccc2Cl)c1	14.7	-9.3%	1.4	?
O=C(O)CNC1=NCCC1	17.2	-1.4%	2.2	-0.9%
CC(C)NC(=O)Cn1nnc(-c2ccc(Cl)cc2)n1	30.2	-6.9%	-0.4	1.2%
CC(C)C(NS(=O)(=O)c1ccc(Br)s1)C(=O)O (stereo not given)	-11.4	0.4%	4.5	-3.1%
Cc1nc(NC(=O)c2cc3c(s2)CCCCC3)sc1C(=O)N(C)C	34.7	-1.2%	-3.9	24.2%
Cc1ccc(C(=O)NC(=C(Cl)Cl)S(=O)(=O)c2ccc(C)cc2)cc1	?	-5.2%	·	·
CN1C(=C2C(=O)OC(C)(C)OC2=O)Sc2ccccc21	31.9	1.1%	4.2	-0.5%
COc1ccc(-c2nc3cnc(N4CCNCC4)nc3n(CCc3ccccc3)c2=O)cc1	·	4.0%	·	45.8%[activator]
COc1ccc(NC(=S)NC(NC(=O)c2cccc3ccccc23)C(Cl)(Cl)Cl)c([N+](=O)[O-])c1 (stereo not given)	-4.9	-22.2%	2.0	-24.6%
CCOC(=O)N1CCN(Cc2nc(-c3ccc(C)cc3)no2)CC1	-9.6	-3.5%	5.1	1.9%
C=CCC1(O)C(=O)N2C(=C1C(=O)OCC)c1ccc3ccccc3c1CC2(C)C (stereo not given)	-11.5	-3.6%	1.6	-11.3%
CCOCCCNC(=O)CN1CCN(c2ccc(F)cc2)CC1	22.3	-3.6%	-5.8	-16.1%
COc1c(Cl)cc(Cl)cc1C(=O)Nc1ccc(NC(=O)c2cccs2)cc1	-13.4	-2.7%	3.7	-8.4%
CCOc1ccc2nc(SCC(=O)N3c4ccccc4Sc4ccccc43)sc2c1	?	-0.8%	·	·
CCN(CC)CCNC1=CC(=O)OC12CCCCC2	-24.9	-2.6%	-2.4[0.369 µM]	·
CSCCC(NS(=O)(=O)c1ccccc1F)C(=O)OCc1ccccc1Cl (stereo not given)	1.2	0.4%	·	·
O=C(CN1CCN(c2ccccc2F)CC1)N1N=CCC1c1ccccc1 (stereo not given)	?	1.3%	·	·
N#Cc1ccccc1NC(=O)COC(=O)c1ccc(S(=O)(=O)N2CCCC2)cc1	3.9	-3.3%	-5.8	2.6%
CSc1ccc2c(c1)C(N1CCN(C)CC1)Cc1ccccc1S2 (stereo not given)	·	5.8%	·	9.2%
O=C(CO/N=C/c1ccc(OC(F)F)cc1)N1CCc2ccccc21	?	0.9%	·	·
Cc1nn(-c2ccccc2)c(C)c1/C=N/NC(=O)CSc1nc2ccccc2c(=O)n1-c1ccc(Br)cc1	-1.9	-4.3%	?	-16.5%
COC(=O)c1ccc(C(NC(=O)OCc2ccccc2)/C(=C/[C@@H](C)C(=O)NCc2ccc(-c3ccccc3)cc2)c2cccnc2)cc1 (stereo not given in full)	·	0.1%	·	23.6%
Cc1ccc(OCc2nnc(SCC(=O)c3cccs3)n2-c2ccccc2)cc1C	?	-1.2%	6.4	9.0%
Cc1ncc2c(c1OC(=O)c1ccccc1)COC(C)(C)OC2	1.2	-6.1%	-3.0	7.9%
CCCC(C)C(=O)NCc1ccc2c(c1)OCO2 (stereo not given)	-21.3	-8.4%	0.6	-2.9%
Cc1ccc(C2(C)NC(=O)N(CC(=O)Nc3c(C)n(C)n(-c4ccccc4)c3=O)C2=O)cc1 (stereo not given)	?	-3.3%	·	·
O=C(Cc1coc2ccc3ccccc3c12)NC1CCCc2ccccc21 (stereo not given)	25.8	-1.5%	1.2	·
CCN1CCN(C(C(=O)NC2CCCCC2)c2ccc(Cl)cc2)CC1 (stereo not given)	?	2.7%	3.9	23.0%
CC1Cc2ccccc2N1CC(=O)NCc1ccc2c(c1)OCO2 (stereo not given)	42.0	-4.7%	1.9	·
COc1ccc(/C=C2\NC(=S)N(CC3CCCO3)C2=O)c(OC)c1C (stereo not given)	16.4	-26.0%	-4.7	?
CCC1C(=O)Nc2nc(-c3ccccc3)c(-c3ccccc3)n2N=C1C (stereo not given)	-9.7	-0.4%	1.1	21.7%
O=[N+]([O-])c1c(NCCO)cc(N2CCC3(CC2)OCCO3)c2nonc12	9.9	-5.6%	·	·
COc1ccc(S(=O)(=O)Nc2ccc(NC(C)=O)cc2)cc1OC	?	-4.9%	16.1	-7.6%
C/C=C/Cn1c(SCc2ccccc2)nc2c1c(=O)[nH]c(=O)n2C	-4.2	-4.7%	-0.5	?

Quoted from the listing.
Result of `CC1Cc2ccccc2N1CC(=O)NCc1ccc2c(c1)OCO2` (stereo not given) in ALOX12 inhib: -4.7%
Result of `COc1ccc(/C=C2\NC(=S)N(CC3CCCO3)C2=O)c(OC)c1C` (stereo not given) in IMPase inh: -4.7

Going on with the list:
SMILES	PNC inhibitor	ALOX12 inhib	IMPase inh	15-hLO-2 inh
CN(C)c1nc(N)c([N+](=O)[O-])c(NCc2ccccc2)n1	66.9	5.3%	·	·
N#Cc1c(N2CCN(C(=O)c3ccco3)CC2)nc(-c2ccccc2)c2c1CCCC2	25.2	-11.3%	5.7	-5.5%
Cc1cc(N2CCN(c3ccccc3)CC2)nc(-n2nc(C)cc2C)n1	-1.4	-5.2%	?	37.4%[activator]
COc1ccc(CCNC(=O)c2ccc(-c3ccc([N+](=O)[O-])cc3Cl)o2)cc1	-17.2	-0.6%	-0.7	·
COc1ccc(S(=O)(=O)NC(CC(=O)N2CCc3ccccc32)c2ccco2)cc1 (stereo not given)	-82.0*	-1.3%	-1.6	-1.6%
CCN(CC)C(=O)c1ccc(C(=O)c2c(C)cc(C)cc2C)cc1	?	2.7%	7.0	2.0%
Cc1cccn2cc(CNC(=O)CC3CCCC3)nc12	6.6	-1.7%	-9.0	1.7%
COc1ccc(NC(=O)Nc2cccs2)cc1OC	10.4	-19.3%	-3.8	?
COc1ccc(C)cc1NC(=O)C1CCN(S(=O)(=O)c2cccc3cccnc23)CC1	?	9.2%	5.5	·
COCCn1c(SCC#N)nnc1-c1ccccc1O	28.6	2.0%	8.5	-2.2%
Cn1cc(SCC(=O)N2CCCc3ccccc32)c2ccccc21	-9.9	0.5%	12.5	-16.5%
COCc1c(C(=O)N/N=C/C2CC=CCC2)nnn1-c1nonc1N (stereo not given)	?	-4.2%	·	·
CCOc1ccccc1-c1nnc(SCC(=O)Nc2ccccc2)o1	?	-3.0%	-6.9	-1.4%
CCC(c1nnnn1CCOC)N1CCN(c2cccc(C(F)(F)F)c2)CC1 (stereo not given)	-24.4	-3.5%	-2.1	5.1%
CC(OC(=O)CCCOc1ccccc1)C(=O)NC(N)=O (stereo not given)	9.2	5.5%	10.1	-3.5%
Cc1cc2c(cc(C(=O)NCCCN3CCOCC3)n2Cc2ccc(Cl)cc2)o1	?	-4.4%	7.1	-6.8%
O=CN(/C=C1\Sc2ccccc2C1=O)Cc1ccccc1	?	10.1%	13.1	?
O=C(CSc1nnc(COc2ccccc2)o1)Nc1nccs1	49.7	-5.9%	·	·
C=CCOc1c(Br)cc(/C=N\n2nnnc2N)cc1OC	?	-3.3%	·	·
[O-][n+]1onc2c1C(N1CCOCC1)CCC2N1CCOCC1 (stereo not given)	?	0.3%	-5.7	-0.3%
CN(Cc1nc(-c2ccccn2)no1)S(=O)(=O)c1ccc(Br)cc1	20.7	-2.7%	3.5	2.1%
COC(=O)c1ccc(CSc2nc3c(cnn3-c3ccccc3)c(=O)[nH]2)o1	220.8	3.3%	-4.3	·
CCc1ccc(/C=C2/C(=O)N(CC)C(=S)N2C)s1	?	-0.5%	·	·
CCCCCNc1nc(-c2ccccc2)cs1	19.2	-8.1%	7.9	1.3%
CCOC(=O)C1CCCCN1Cc1ccc(F)c(Br)c1 (stereo not given)	-9.6	-5.3%	7.6	-10.4%
Cc1nc(-c2cccnc2)sc1C(N)=O	73.7	2.1%	3.9	2.1%
COc1ccc(N=c2oc3c(OC)cccc3cc2C(=O)NCc2ccco2)cc1OC	14.7	5.1%	1.6	-1.6%
c1ccc(-n2nnnc2SCc2cn3ccccc3n2)cc1	34.0	5.7%	-9.8	7.6%
CCOc1ccc(-c2nnc3ccc(SCC(=O)Nc4nc5ccc(C)cc5s4)nn23)cc1	?	-1.7%	-11.0	·
COc1ccc(C(=O)NCC2OCCc3ccccc32)c(O)c1 (stereo not given)	-3.9	-12.2%	4.3	-4.8%
COc1cc(C)c(S(=O)(=O)N2CCOCC2)cc1C	-100.0*	9.9%	1.8	·
O=C(O)CCC(=O)NC1CCCCCCC1	-29.4	0.7%	0.2	-0.1%
NC(CO)(CO)CO	·	3.2%[0.00818 µM]	·	-2.4%[0.0915 µM]
COc1cc(/C=N/NC(=O)CCc2n[nH]c(=O)[nH]c2=O)cc(OC)c1OC	9.3	2.2%	-7.2	·
O=C(CSCc1cnn(-c2ccccc2)c1-n1cccc1)NCc1cccs1	20.2	-6.8%	11.1	-3.9%
Cc1ccccc1NC(=O)CNC(=O)c1ccc(C(F)(F)F)cc1	7.8	-2.7%	·	·
CC1=C(C(=O)Nc2ccc(C)cc2C)C(c2cccs2)NC(=S)N1 (stereo not given)	-17.7	-3.9%	1.6[1.84 µM]	2.3%[11.4 µM]
O=C(CSc1nnc(-c2cc(-c3cccs3)nc3ccccc23)o1)NC1CCCCC1	7.7	-2.5%	-0.9	-6.5%
